Diaph inh CS – diaphorase inhibitors and chemical oxidizers, primary screen, counter-screen for diaphorase-coupled primary assays, biochemical, uHTS, resorufin fluorescence; 190,000 compounds, 0.69% hits; inhibition, % at 20 µM; diaphorase resazurin-to-resorufin fluorescence, NADH, 16 min; bacterial (C. kluyveri) enzyme, not human; AID 1217, 2008;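 active = primary screen inhibition at 20 µM above a set limit, cut at about 50% in these data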;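 also: plate controls were DMSO with full reaction for no effect and wells lacking NADH for full effect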
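Assay system: diaphorase enzyme from Clostridium kluyveri; Input: enzyme working solution with 0.14 U/mL diaphorase; Timing: 16 min at room temperature; Technique: resorufin fluorescence, excitation 544 nm, emission 590 nm; Benchmarks: positive control minus NADH, DMSO neutral control.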
Diaphorase act – compounds boosting diaphorase resazurin reduction – biochemical, uHTS, resorufin fluorescence, counter-screen for diaphorase-coupled primary assays, primary screen. 190,000 compounds, 0.005% hits. activation factor at 20 µM. AID 1229, 2008. Diaphorase/resazurin coupled assay, 16 min; stronger effect = higher value; 1 = vehicle wells, 0 = NADH-free wells;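 active = diaphorase activity raised at least twofold by the compound at 20 µM; inactive = activation factor below 2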
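Assay system: Purified diaphorase enzyme from Clostridium kluyveri | Amount: Enzyme 0.07 U/mL final | Dosing: Compound 20 µM once, DMSO 1% | Timing: 16 min reaction at room temperature | Detection: Fluorescence, excitation 544 nm and emission 590 nm | Evaluation: Higher resorufin formation from activation or reduction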
TNAP inh noacc – human TNAP enzyme inhibitors, primary screen, biochemical, luminescent, no phosphate acceptor, uHTS | Alkaline phosphatase, tissue-nonspecific isozyme (Homo sapiens), P05186 | purified TNAP, CDP-star luminescence, 30 min | inhibition, % at 20 µM | 200,000 compounds, 0.26% hits | AID 1012, 2008;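 active = tissue-nonspecific alkaline phosphatase inhibition above about 50% at 20 µM in the single-dose screen, limit read from the data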;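 also: 0% = DMSO negative control and 100% = EDTA positive control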
Target sequence (P05186 whole entry, looked up): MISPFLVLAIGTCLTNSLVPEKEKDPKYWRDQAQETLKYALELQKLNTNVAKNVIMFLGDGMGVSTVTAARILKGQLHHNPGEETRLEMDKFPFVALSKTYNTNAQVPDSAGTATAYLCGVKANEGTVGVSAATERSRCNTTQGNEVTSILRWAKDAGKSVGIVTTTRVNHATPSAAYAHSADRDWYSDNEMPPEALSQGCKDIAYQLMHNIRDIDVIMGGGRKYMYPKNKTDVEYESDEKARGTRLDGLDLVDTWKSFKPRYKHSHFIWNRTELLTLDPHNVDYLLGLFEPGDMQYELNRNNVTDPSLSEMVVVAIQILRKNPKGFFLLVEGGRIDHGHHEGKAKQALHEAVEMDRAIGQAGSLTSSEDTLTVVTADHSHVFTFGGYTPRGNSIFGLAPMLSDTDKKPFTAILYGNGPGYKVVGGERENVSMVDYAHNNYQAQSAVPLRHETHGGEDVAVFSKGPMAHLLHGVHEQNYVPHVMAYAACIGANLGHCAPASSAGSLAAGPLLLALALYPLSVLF
PMI activator – activators of human PMI, primary screen, biochemical, fluorescence intensity, near-Km mannose 6-phosphate; purified human PMI, coupled resazurin fluorescence, 20 min; stronger effect = higher value; 1 = vehicle control, 0 substrate-free wells; activation factor at 20 µM; 190,000 compounds, 0.005% hits; AID 1214, 2008;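 active = activation factor of 2 or more at 20 µM, relative to plate controls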
TNAP inh hi DEA – human TNAP enzyme inhibitors, primary screen, biochemical, luminescent, high phosphate acceptor level, uHTS; Alkaline phosphatase, tissue-nonspecific isozyme (Homo sapiens), P05186; purified TNAP, CDP-star luminescence, 1 M DEA; inhibition, % at 20 µM; 200,000 compounds, 0.03% hits;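 active = over 50% inhibition of tissue-nonspecific alkaline phosphatase at 20 µM in the single-dose screen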;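 also: plate controls were DMSO wells for no effect and EDTA-quenched wells as full inhibition for full effect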
G6PDH counter – L. mesenteroides G6PDH inhibitors, counter-screen for G6PDH-coupled screening assays, biochemical, Leuconostoc mesenteroides enzyme; glucose-6-phosphate dehydrogenase [Leuconostoc mesenteroides]; Purified L. mesenteroides G6PDH, diaphorase/resazurin coupled fluorescence, 45 min; inhibition, % at 5 µM; 200,000 compounds, 0.12% hits; in the data active = inhibition above about 50%
PMI act hi M6P – human PMI activators, high substrate, primary screen, biochemical, fluorescence intensity, near-saturating mannose 6-phosphate; Mannose-6-phosphate isomerase (Homo sapiens), P34949; 190,000 compounds, 0.34% hits; coupled PMI enzyme assay, resazurin fluorescence, 20 min; stronger effect = higher value; 1 = untreated enzyme, 0 = substrate-free blank; AID 1216, 2008; activation factor at 20 µM;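 active = activation factor of 2 or more at 20 µM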
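Test system: human phosphomannose isomerase with PGI, G6PDH, diaphorase coupling enzymes / Doses: 20 µM compound, 1% DMSO / Times: enzyme reaction with compound 20 min at room temperature / Measured by: Diaphorase-driven resazurin-to-resorufin fluorescence, excitation 544, emission 590 nm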
TNAP act hiacc – TNAP activators at high phosphate acceptor level, primary screen, biochemical, luminescence, uHTS; 200,000 tested, under 10 active; activation factor at 20 µM; Alkaline phosphatase, tissue-nonspecific isozyme (Homo sapiens), P05186; AID 1136, 2008; purified TNAP, CDP-star luminescence, 1 M DEA, 30 min; stronger effect = higher value; 0 = EDTA background, 1 = DMSO-only activity;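 active = activation factor at least 2 at 20 µM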
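system = human TNAP | amount = enzyme diluted 1/800 final | reagent = 100 µM CDP-star substrate | signal = luminescent substrate turnover signal | dosing = one dose, 20 µM | benchmarks = EDTA negative control, DMSO positive control | measure = activation factor | timing = 30 min reaction, room temperature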
FLuc act counter – FLuc activators, initial screening, artefact control for FLuc-dependent activation tests, biochemical, ATPlite luminescence. AID 1027, 2008. ATPlite luciferase biochemical, 10 min; 0 = ATP-free wells, 1 = DMSO control. 200,000 tested, under 10 active. activation factor at 10 µM;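 active = luciferase activation factor, scaled between plate controls, of at least 2 with compound at 10 µM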
Target sequence (P08659 whole entry, looked up): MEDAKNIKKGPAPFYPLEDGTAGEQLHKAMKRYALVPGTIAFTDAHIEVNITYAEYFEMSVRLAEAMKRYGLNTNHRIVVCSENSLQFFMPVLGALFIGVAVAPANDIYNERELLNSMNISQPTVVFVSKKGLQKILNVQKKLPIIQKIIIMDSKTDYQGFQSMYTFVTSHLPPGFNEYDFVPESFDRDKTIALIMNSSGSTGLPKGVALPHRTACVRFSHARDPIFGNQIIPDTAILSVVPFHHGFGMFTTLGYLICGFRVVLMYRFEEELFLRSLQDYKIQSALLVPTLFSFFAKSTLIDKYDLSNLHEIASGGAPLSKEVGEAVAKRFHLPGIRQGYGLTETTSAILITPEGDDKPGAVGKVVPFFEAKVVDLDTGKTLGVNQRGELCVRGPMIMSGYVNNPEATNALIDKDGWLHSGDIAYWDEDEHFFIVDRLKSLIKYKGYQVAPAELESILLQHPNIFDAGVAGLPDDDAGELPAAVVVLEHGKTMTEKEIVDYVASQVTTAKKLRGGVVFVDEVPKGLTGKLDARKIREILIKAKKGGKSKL
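Material: Luciferase/luciferin reagent mix; Doses: test compounds dosed from 2 mM stocks in 100% DMSO; Schedule: 10 min incubation after luciferase reagent addition, room temperature; Measured by: luminescence from luciferase reaction; Read-out: luminescence gain marking luciferase activators.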
HMGR II inh – inhibitors of E. faecalis class II HMGR, primary screen, biochemical, Enterococcus faecalis. HMG-CoA reductase (Enterococcus faecalis, mvaE). purified E. faecalis HMGR, NADPH absorbance 340 nm kinetic. inhibition, % at 10 µM. 190,000 compounds, 0.41% hits. AID 1066, 2008;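 active = inhibition above a set limit, the median over all tested compounds plus 3 SD, cut at about 9.5% in these data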;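 also: enzyme runs in reverse so mevalonate oxidation gives rising NADPH absorbance; 0% = complete reaction with DMSO and 100% = background rate lacking mevalonate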
An asterisk follows results filed as active.

compound | Diaph inh CS | Diaphorase act | TNAP inh noacc | PMI activator | TNAP inh hi DEA | G6PDH counter | PMI act hi M6P | TNAP act hiacc | FLuc act counter | HMGR II inh
O=C(CCNS(=O)(=O)c1cccs1)NCc1ccco1 | 9 | 0.9 | -10 | 0.9 | -4 | 1 | 1 | 1 | 1.1 | -4
CCOCCCn1c(=S)[nH]c2cc(C(=O)NCC(OC)OC)ccc2c1=O | 13 | 0.9 | 0 | 0.9 | 2 | 10 | 0.9 | 1 | 1 | -1
Cc1cc(=O)oc2cc(OCC(=O)N3CC(C)OC(C)C3)ccc12 (stereo unspecified) | 0 | 1 | -10 | 1 | -3 | 7 | 1 | 1 | 1.1 | -2
Cc1cc(C(=O)Nc2ccc3c(c2)OCCO3)co1 | 6 | 0.9 | -12 | 0.9 | -5 | 4 | 1 | 1.1 | 0.2 | -5
S=c1[nH]nc(COc2ccccc2)n1C1CCCCC1 | 11 | 0.9 | -4 | 0.9 | -4 | -5 | 0.9 | 1 | 1.1 | -12
Cc1nc(NCCCO)c(C#N)c2c1COC(C)(C)C2 | 11 | 0.9 | -9 | 0.9 | -4 | 7 | 0.9 | 1 | 1 | -1
CCn1c(C2CCN(Cc3ccccc3)CC2)n[nH]c1=S | -2 | 1 | 15 | 1.1 | 0 | 0 | 1 | 1 | 1.1 | -6
O=C(OCc1ccc(Br)cc1)c1cccc(-c2nnc(-c3ccccc3)o2)c1 | 11 | 0.9 | -2 | 0.9 | 3 | -26 | 0.9 | 1 | 1 | -8
CSc1ccccc1NC(=O)CN(C)CC(=O)Nc1ccccc1N1CCOCC1 | 1 | 1 | -5 | 1.1 | -2 | -1 | 1.2 | 1 | 1.1 | -4
CC(CCO)Nc1nc2c([nH]1)c(=O)n(C)c(=O)n2C (stereo unspecified) | 10 | 0.9 | -12 | 0.9 | -3 | -2 | 0.9 | 1 | 1.1 | -2

Other results follow.
compound | Diaph inh CS | Diaphorase act | TNAP inh noacc | PMI activator | TNAP inh hi DEA | G6PDH counter | PMI act hi M6P | TNAP act hiacc | FLuc act counter | HMGR II inh
CCCCCOc1ccc(CSc2n[nH]c(C)n2)cc1 | 25 | 0.8 | -5 | 0.9 | -2 | 22 | 0.9 | 1 | 0.9 | -5
COc1ccc(CN2C(=O)NC3(CCCc4ccccc43)C2=O)cc1F (stereo unspecified) | 32 | 0.7 | -6 | 0.9 | -5 | 11 | 0.9 | 1.1 | 1.1 | -1
COc1cc(CNCCc2ccccc2F)ccc1OCc1ccc(Cl)nc1 | 8 | 0.9 | -19 | 1 | -5 | -4 | 1 | 1 | 1 | -1
CCC(=O)c1ccc(OCc2ccc(C(=O)c3ccccc3)cc2)cc1 | 14 | 0.9 | -2 | 0.9 | -1 | 8 | 0.9 | 1 | 1 | 1
CCC(C)[C@H](NC(=O)NCc1ccccc1)C(=O)O (stereo partly specified) | 8 | 0.9 | -2 | 1 | -1 | 4 | 0.9 | 1 | 1 | 3
Cc1ccc(CCN2CC(C(=O)NCc3ccco3)CC2=O)cc1 (stereo unspecified) | 0 | 1 | -14 | 1 | -4 | 5 | 1 | 1 | 1 | -5
S=C(NCC1CCCO1)Nc1ccccc1Cl (stereo unspecified) | 10 | 0.9 | -8 | 1 | -5 | 3 | 1 | 1 | 1 | 5
O=C1CCCc2nc(N3CCc4ccccc43)ncc21 | 5 | 1 | -1 | 1 | -7 | 6 | 1 | 1.1 | 0.4 | -4
CCN(CC)c1ccc(/C=c2\sc3nc4ccccc4n3c2=O)c(O)c1 | 38 | 0.6 | -22 | 1 | 3 | 4 | 0.6 | 1 | 1 | 7
CC(C)c1nnc(NC(=O)Cc2ccc(Br)cc2)s1 | 0 | 1 | -5 | 1 | -2 | 4 | 1 | 1 | 1 | -1

Next entries:
compound | Diaph inh CS | Diaphorase act | TNAP inh noacc | PMI activator | TNAP inh hi DEA | G6PDH counter | PMI act hi M6P | TNAP act hiacc | FLuc act counter | HMGR II inh
CCOC(=O)C1=C(CNCCc2ccc(Cl)cc2)NC(=O)NC1c1cccc([N+](=O)[O-])c1 (stereo unspecified) | 0 | 1 | -2 | 1 | 1 | 6 | 1 | 1 | 1 | -3
Cc1ccc(-n2nnc3c(=O)n(Cc4cccc(C)c4)cnc32)cc1 | 8 | 0.9 | -6 | 0.8 | -1 | -16 | 0.8 | 1 | 1.1 | 4
Nc1nc2ccccc2n1C(=O)c1ccccc1 | -19 | 1.2 | -30 | 1.1 | -5 | 12 | 1.1 | 1.1 | 0.1 | 2
CC1=C(C(=O)NC2CCCC(C)C2C)C2(CCCCC2)OC1=O (stereo unspecified) | 0 | 1 | -13 | 0.9 | -1 | 47 | 1 | 1 | 1 | -6
COc1ccc(C(C[N+](=O)[O-])c2c(-c3ccccc3)cc3ccccn23)c(OC)c1 (stereo unspecified) | 22 | 0.8 | -8 | 1.3 | -2 | 5 | 1.6 | 1 | 1 | -3
Cc1ccc(SC(C)C(=O)Nc2ccncc2)cc1 (stereo unspecified) | 23 | 0.8 | -12 | 0.9 | -7 | 1 | 1 | 1.1 | 1 | -7
CCOc1ccc(N=C(/C(C(=O)C(=O)N2CCOCC2)=C(\O)c2ccccc2)c2ccccc2)cc1 | 3 | 1 | 5 | 1 | 2 | 10 | 0.9 | 1 | 1 | -2
CCOc1ccccc1NC(=O)c1cccc(S(=O)(=O)N(Cc2ccccc2)c2ccccc2OC)c1 | 15 | 0.8 | -10 | 0.8 | -5 | -13 | 1 | 1.1 | 1.1 | -6
Cc1ccc(-c2noc(CCCC(=O)Nc3cccnc3)n2)cc1 | -20 | 1.2 | 6 | 1 | -6 | 14 | 1.1 | 1.1 | 1 | 0
COc1ccc(N2CCN(C(=O)Cn3nnc(-c4ccccc4N)n3)CC2)cc1 | 20 | 0.8 | -4 | 0.9 | 2 | 3 | 0.9 | 1 | 1 | 2

Next part (3 carried over from the part before).
Below each compound: Diaph inh CS | Diaphorase act | TNAP inh noacc | PMI activator | TNAP inh hi DEA | G6PDH counter | PMI act hi M6P | TNAP act hiacc | FLuc act counter | HMGR II inh
CCOc1ccccc1NC(=O)c1cccc(S(=O)(=O)N(Cc2ccccc2)c2ccccc2OC)c1
 : 15 | 0.8 | -10 | 0.8 | -5 | -13 | 1 | 1.1 | 1.1 | -6
Cc1ccc(-c2noc(CCCC(=O)Nc3cccnc3)n2)cc1
 : -20 | 1.2 | 6 | 1 | -6 | 14 | 1.1 | 1.1 | 1 | 0
COc1ccc(N2CCN(C(=O)Cn3nnc(-c4ccccc4N)n3)CC2)cc1
 : 20 | 0.8 | -4 | 0.9 | 2 | 3 | 0.9 | 1 | 1 | 2
CCCS(=O)(=O)N1CCCC(C(=O)NCCCN2CCCC2=O)C1 (stereo unspecified)
 : 16 | 0.8 | -25 | 0.9 | 0 | 2 | 0.9 | 1 | 1 | -3
COC(=O)CNC(=O)COC(=O)c1cc(Cl)cc(Cl)c1N
 : 7 | 0.9 | 7 | 1.1 | 5 | 1 | 0.9 | 0.9 | 1 | 0
O=C(COC(=O)CCc1c[nH]c2ccccc12)NCc1ccccc1
 : 17 | 0.8 | -13 | 1 | -2 | 6 | 1 | 1 | 1.1 | -9
O=C(O)c1cccc(N2C(=O)C3C4C=CC(C4=C(c4ccccc4)c4ccccc4)C3C2=O)c1 (stereo unspecified)
 : 25 | 0.7 | -6 | 0.9 | -5 | 23 | 0.9 | 1.1 | 1 | -7
COC(=O)c1ccccc1NC(=O)NC1CC1
 : 2 | 1 | -10 | 0.9 | -4 | 2 | 1 | 1 | 1.1 | -5
CCc1cc2c(=O)c(-c3nc4ccccc4n3C)c(C)oc2c(CN2CCN(CCO)CC2)c1O
 : 7 | 0.9 | -7 | 0.9 | -2 | 8 | 0.9 | 1 | 1 | 2
CC(=O)N(c1ccccc1)c1nc(C)cc(C)c1C#N
 : 9 | 0.9 | -8 | 0.9 | -5 | 3 | 0.9 | 1 | 1 | 0
Cc1cccc(NC(=O)c2ccccc2-c2ccccc2)c1
 : 9 | 0.9 | -12 | 1 | -6 | -3 | 1 | 1.1 | 1.1 | -1
CCN(Cc1ccncc1)C(=O)CCc1nnc(CCc2ccc(OC)cc2)o1
 : -3 | 1 | -8 | 1.1 | -4 | 10 | 1.1 | 1 | 1 | -3
CCOC(=O)C1(C/C(C)=N/NC(N)=O)CC(C)(C)OC1=O (stereo unspecified)
 : 7 | 0.9 | -13 | 0.9 | 3 | 6 | 1 | 1 | 1 | -1
CCOc1ccc(CCNC(=O)C2CCN(c3nn4c(=O)cc(C)nc4s3)CC2)cc1OCC
 : 15 | 0.8 | -7 | 0.9 | 0 | -3 | 0.9 | 1 | 1 | -3
O=S(=O)(N1CCCCC1)N1CCN(c2ccc(F)cc2)CC1
 : 14 | 0.9 | -16 | 0.9 | -4 | -19 | 0.9 | 1 | 1.1 | -1
Cc1nnc(SCC(=O)N2CCc3ccccc32)n1-c1ccccc1
 : -8 | 1.1 | 3 | 1 | 7 | 1 | 1.1 | 0.9 | 1 | 1

Assay outcomes as filed in PubChem BioAssay.
